High-throughput results from PubChem.
Vc quorum ag = inducers of Vibrio cholerae quorum light production without autoinducers, primary screen, BH1578 luxS cqsA deficient, single point | V. cholerae BH1578 lux reporter, luminescence, 6 h | activation, % at 18.7 µM | hit rate 0.16% among 350,000; in the data active = activation mostly above about 9.7%, no sharp cut-off; note: not every result past the cut was called active; inactives centre near 0; reference of the scale not given here
MazEF act = activators of E. coli MazEF toxin-antitoxin RNase, primary screen, biochemical, fluorescence, uHTS | FAM/BHQ RNA-DNA oligo cleavage fluorescence, 5 h | activation, % at 20 µM | hit rate 0.32% among 350,000 | AID 504720, 2011; in the data active = activation above about 50%
FBA Mtb inh = Mtb FBA enzyme inhibitors, primary screen, biochemical, fluorescence, strain H37Rv; purified M. tuberculosis FBA, fluorescence read-out; inhibition, % at 1 µM; hit rate 2.3% among 360,000; in the data active = inhibition above about 27%;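 note: 0% = vehicle and 100% = reference inhibitor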
Target sequence (P9WQA3 whole entry, looked up): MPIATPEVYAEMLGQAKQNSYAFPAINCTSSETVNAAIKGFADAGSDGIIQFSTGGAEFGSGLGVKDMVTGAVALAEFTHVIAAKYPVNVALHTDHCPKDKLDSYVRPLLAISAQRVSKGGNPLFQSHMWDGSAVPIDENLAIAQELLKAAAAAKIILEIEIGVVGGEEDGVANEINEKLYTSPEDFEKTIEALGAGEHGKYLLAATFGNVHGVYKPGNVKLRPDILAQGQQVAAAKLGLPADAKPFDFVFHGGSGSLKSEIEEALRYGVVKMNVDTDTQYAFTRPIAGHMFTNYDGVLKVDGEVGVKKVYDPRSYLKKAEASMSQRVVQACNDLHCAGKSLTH
PriA SSB inh = inhibitors of Klebsiella pneumoniae PriA binding to SSB C-terminal tail, primary screen, biochemical, AlphaScreen | PriA–SSB C-terminal tail interaction (Klebsiella pneumoniae) | AlphaScreen SSBct-PriA binding, biotinylated peptide | inhibition, % at 33 µM | hit rate 0.6% among 430,000 | AID 1272365, 2023; in the data active = inhibition mostly above about 37%, no sharp cut-off; inactive = mostly below about 20%;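 note: plate controls were negative control peptide for no effect and reference peptide for full effect; strong numbers were not always called active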
GDH-TPI inh = GDH-TPI coupling enzyme inhibitors, primary screen, artefact control for M. tuberculosis FBA inhibitor project, biochemical, absorbance, full deck | GDH-TPI coupled enzyme counterscreen, NADH absorbance | inhibition, % at 4.8 µM | hit rate 1.2% among 360,000; in the data active = inhibition above about 30%;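 note: 0% = DMSO wells and 100% = wells lacking the enzyme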
DUSP3 inh = VHR1 phosphatase inhibitors, primary screen, biochemical, absorbance, uHTS; Dual specificity protein phosphatase 3 (Homo sapiens), P51452; recombinant VHR phosphatase, pNPP absorbance; inhibition, % at 13.3 µM; hit rate 0.52% among 290,000; AID 1654, 2009; in the data active = inhibition above about 50%; note: some compounds called inactive have numbers as strong as hits
Target sequence (P51452 whole entry, looked up): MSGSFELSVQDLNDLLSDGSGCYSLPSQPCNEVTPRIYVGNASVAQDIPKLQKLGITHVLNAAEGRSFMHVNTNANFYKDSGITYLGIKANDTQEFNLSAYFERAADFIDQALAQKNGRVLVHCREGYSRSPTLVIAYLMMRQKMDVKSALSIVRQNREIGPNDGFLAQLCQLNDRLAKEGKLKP
Mtb BioA inh = M. tuberculosis BioA enzyme inhibitors, primary screen, biochemical, plate reader, single point, HTS. 7,8-diaminopelargonic acid synthase BioA (Mycobacterium tuberculosis). purified M. tuberculosis BioA enzyme. inhibition, % at 9.99 µM. hit rate 0.096% among 360,000. AID 602481, 2012; in the data active = inhibition above about 40%
3CLpro inhibitor = SARS-CoV 3CLpro protease inhibitors, primary screen, biochemical, quenched FRET; Replicase polyprotein 1ab (Severe acute respiratory syndrome coronavirus), P0C6X7; recombinant SARS-CoV 3CLpro, quenched FRET peptide cleavage; inhibition, % at 6 µM; hit rate 0.14% among 290,000; in the data active = inhibition above about 12%
Rv3671c inh = Rv3671c serine protease inhibitors, primary screen, biochemical, fluorescence polarization, M. tuberculosis H37Rv. P9WHR9. inhibition, % at 5.96 µM. hit rate 0.048% among 320,000. AID 2606, 2010; in the data active = inhibition above about 38%;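 note: extracellular domain of Rv3671c used as enzyme; 0% = enzyme with DMSO and 100% = no enzyme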
Target sequence (P9WHR9 whole entry, looked up, the tested form may be a part): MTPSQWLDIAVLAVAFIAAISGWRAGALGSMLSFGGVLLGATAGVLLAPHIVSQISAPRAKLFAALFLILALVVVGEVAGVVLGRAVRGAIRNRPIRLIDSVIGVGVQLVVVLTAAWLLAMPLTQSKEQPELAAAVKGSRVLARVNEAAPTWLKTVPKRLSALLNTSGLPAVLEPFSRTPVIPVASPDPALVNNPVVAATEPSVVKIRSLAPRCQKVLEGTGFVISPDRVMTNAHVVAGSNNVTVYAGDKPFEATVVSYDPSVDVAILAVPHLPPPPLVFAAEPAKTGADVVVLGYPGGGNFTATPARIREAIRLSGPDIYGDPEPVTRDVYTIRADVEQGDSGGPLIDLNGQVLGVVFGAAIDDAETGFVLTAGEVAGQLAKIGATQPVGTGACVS
Mtb UGM inh = M. tuberculosis UGM enzyme inhibitors, primary screen, biochemical, fluorescence polarization, single point; UDP-galactopyranose mutase (Mycobacterium tuberculosis (strain ATCC 25618 / H37Rv)), …; purified UGM, fluorescence polarization probe displacement; inhibition, % at 10 µM; hit rate 0.06% among 320,000; AID 504406, 2011; in the data active = inhibition above about 10%, passing the limit was not always enough
* = called active by the depositor; i = inactive; · = not tested or not shown; & = joins results of further samples. A portion of the library. The share of hits here may be higher or lower than overall.

no.	compound	Vc quorum ag	MazEF act	FBA Mtb inh	PriA SSB inh	GDH-TPI inh
1	C=CC[C@@H](CC(=O)N[C@@H](CO)Cc1ccccc1)C(=O)N[C@H](COC(=O)[C@@H](CC=C)Cc1ccc(F)cc1)Cc1c[nH]c2ccccc12	i	1	1	1	7
2	O=c1n(CC2CO2)c(=O)n(CC2CO2)c(=O)n1CC1CO1 (configuration not stated)	5.6	9	-1	-11	-12
3	O=C(CCc1nc2sc3c(c2c(=O)[nH]1)CCCC3)NCCOc1ccccc1	-3.5	1	-1	-6	4
4	NC(=S)N1N=C(c2ccccc2)CC1=O	-1.2	3	1	7	9
5	Cc1ccccc1-n1c(O)c(/C=N/Nc2nc3c(c(=O)n(C)c(=O)n3C)n2C)c(=O)[nH]c1=S	i	8	0	·	15
6	COc1ccc(-n2c(=O)cc(N3CCN(c4ccccc4OC)CC3)[nH]c2=O)cc1	i	5	0	-1	4
7	CC(NC(=O)NC1CCCCC1)C(c1cccs1)N1CCN(c2ccccc2)CC1 (configuration not stated)	-0.2	1	-2	2&0	-1
8	COc1cccc(N/C=C/c2onc(C)c2[N+](=O)[O-])c1	-0.3	2	-3	-13	10
9	Cc1ccc(S(=O)(=O)N2CCC(C(=O)OC(C)C(=O)NC3CCCCC3C)CC2)cc1 (configuration not stated)	i	3	-2	-7	-3
10	Cc1cc(C)n2nc(-c3cccnc3)nc2n1	5.7	0	0	-14	-11
11	CCOC(=O)C1CCN(C(=O)c2cccc(NC3=NC4CS(=O)(=O)CC4S3)c2)CC1 (configuration not stated)	-0.2	13	1	3	-12
12	CC(C)(C)c1cc(NCc2ccccn2)n2ncc(-c3ccc(Cl)cc3)c2n1	-0.6	-4	1	-8	5

no.	DUSP3 inh	Mtb BioA inh	3CLpro inhibitor	Rv3671c inh	Mtb UGM inh
1	·	-3.2	·	2	4.1
2	·	·	·	·	·
3	·	-0.8	·	-9	-2.2
4	·	·	·	·	·
5	3	·	-5	-30	-2.6
6	24	-1.9	1	-6	1.5
7	-6	-0.4	3	4	-0.2
8	18	-1.1	-1	-13	-4.5
9	·	-0.1	·	3	-0.2
10	10	1.1	-2	2	-1.9
11	6	-1.0	-4	0	-0.8
12	20	-0.4	0	-1	4.9

Other records follow.
no.	compound	Vc quorum ag	MazEF act	FBA Mtb inh	PriA SSB inh	GDH-TPI inh
13	O=C(CSCc1ccccc1Cl)NN=C1CCCCCC1	5.6	1	6	-6	-1
14	Cc1ccc(N(CC(=O)NCc2ccco2)C(=O)CCC(=O)Nc2nccs2)c(C)c1	-0.4	3	2	4	-4
15	CCCCCCc1ccc(N2C[C@H](C)[C@@H](CC(=O)NCc3ccccc3)C2=O)cc1	i	-4	1	-3	8
16	CCS(=O)(=O)N1Cc2ccccc2CC1C(=O)NCCc1ccccc1 (configuration not stated)	i	-13	-5	-7	8
17	O=C(CCCn1c(=O)[nH]c2ccsc2c1=O)N1CCCCC1	i	-2	-3	-8	6
18	COC(=O)C(O)(c1ccc2c(c1)CCCN2)C(F)(F)F (configuration not stated)	i	1	2	-9	10
19	Cc1sc(NC(=O)CN(Cc2ccccc2)C(=O)C2CC2)c(C(N)=O)c1C	-1.1	12	2	2	-3
20	NC(CCc1ccccc1)c1csc(Nc2ccc(C(=O)NCCO)cc2)n1 (configuration not stated)	0.5	·	2	·	24
21	CCCc1nnc(NC(=O)CCC(=O)NCCc2ccc(OC)c(OC)c2)s1	-0.2	-6	4	2	4
22	Cc1ccc(CNC(=O)CSc2nc(N3CCCCC3)nc(N3CCCCC3)n2)cc1	0.9	-7	5	-6	3
23	CN(c1ccccc1)c1ncccn1	i	7	1	-1	8
24	COc1cccc(NC(=S)N(CCN(C)C)C(C)c2ccncc2)c1 (configuration not stated)	i	11	2	-4	8

no.	DUSP3 inh	Mtb BioA inh	3CLpro inhibitor	Rv3671c inh	Mtb UGM inh
13	-5	4.3	4	-2	0.9
14	10	1.3	0	-5	5.5
15	-14	-4.4	-5	-6	1.2
16	4	-1.5	0	-2	1.5
17	3	-1.3	3	2	1.0
18	-17	·	0	1	-2.0
19	8	·	3	-3	1.3
20	·	-0.3	·	·	·
21	-18	·	1	13	1.3
22	10	-1.4	6	-2	-0.8
23	·	-2.3	·	-9	1.1
24	11	2.5	-1	-12	-0.4

The listing continues.
no.	compound	Vc quorum ag	MazEF act	FBA Mtb inh	PriA SSB inh	GDH-TPI inh
25	CCOC(=O)C1(Cc2ccccc2)CCCN(Cc2ccc(OCC)c(CO)c2)C1 (configuration not stated)	i	2	1	-14	-10
26	COc1cc(CNCc2cccs2)ccc1OCc1ccccc1	-15	-8	1	-3	6
27	COc1ccc(Nc2nc(CC(C)=O)ns2)cc1	·	-1	-1	-1	1
28	O=C(O)c1ccccc1NC(=O)C1CCN(S(=O)(=O)c2ccc3c(c2)OCCO3)CC1	0.0	-3	9	·	12
29	CCC(c1nnc(SCCNCCO)n1CCN1CCOCC1)N(C)C (configuration not stated)	·	-4	·	-5	·
30	COC(=O)c1ccc2c(=O)n(CCN3CCOCC3)c(SCC(=O)Nc3cccc(OC)c3)nc2c1	-0.3	8	4	-14	7
31	COc1ccc(OC)c(S(=O)(=O)N2CCC(C(=O)N3CCCC3)CC2)c1	-0.2	12	2	0	1
32	CNc1cnc(-c2ccsc2)cn1	i	·	88*	·	9
33	c1ccc(NC2=NCCN2CCCC2CCCC2)cc1	0.6	3	1	-6	0
34	COc1cc(CC(=O)N/N=C/c2ccccc2)c([N+](=O)[O-])cc1OC	·	·	·	·	·
35	Cc1ccc(S(=O)(=O)N2C[C@H]3[C@H]4C(=O)N(c5ccccc5)C(=O)[C@H]4C[C@H](OC(=O)NCC4CCCCC4)[C@@]3(O)C2)cc1	-1.1	6	-5	·	-6
36	CC[n+]1c(/C=C/C=C/c2ccc(N(C)C)cc2)sc2ccccc21	i	4	-3	61*	0

no.	DUSP3 inh	Mtb BioA inh	3CLpro inhibitor	Rv3671c inh	Mtb UGM inh
25	12	0.3	-3	4	-0.9
26	27	-0.9	2	-10	1.8
27	14	0.4	-4	-1	-0.4
28	·	0.3	·	·	·
29	-2	·	-1	8	-2.4
30	10	0.0	-5	-9	0.5
31	-14	·	-4	1	-0.1
32	·	-0.7	·	·	·
33	·	-0.2	·	2	0.3
34	-8	·	-1	-3	2.2
35	·	0.2	·	·	·
36	4	-0.5	-4	-81	-0.1

More records:
no.	compound	Vc quorum ag	MazEF act	FBA Mtb inh	PriA SSB inh	GDH-TPI inh
37	CC(=O)c1ccc(-n2c(-c3cc(-c4ccsc4)n[nH]3)n[nH]c2=S)cc1	-0.2	11	0	-4	1
38	O=S(=O)(c1ccc2c(c1)OCCO2)N1CCC(O)(c2ccc(Cl)cc2)CC1	i	-8	-3	-1	-7
39	O=C(N/N=C/c1cccc([N+](=O)[O-])c1)c1cc(-c2ccc3c(c2)OCO3)n[nH]1	0.3	-8	-5	i	-21
40	Oc1[nH]c2ccc(Br)cc2c1N=NC(=S)NCC1CCCO1 (configuration not stated)	-0.3	8	-8	12	36*
41	O=C(COC(=O)c1cccc(S(=O)(=O)N2CCc3ccccc32)c1)Nc1ccc(Cl)cn1	-2.7	9	1	-4	6
42	Cc1cccc(N2CCN(C(=O)C3CCN(S(=O)(=O)c4c(C)noc4C)CC3)CC2)c1C	i	2	-2	-7	4
43	O=C(Nc1cccc(S(=O)(=O)N2CCCCCC2)c1)c1ccc2ccccc2n1	-0.6	3	0	-14	9
44	O=C(CSc1nc(-c2ccccc2)cc(=O)[nH]1)N1CCc2ccccc21	5.0	-6	2	-12&-18	6
45	O=[N+]([O-])c1ccc(NCCCNS(=O)(=O)c2ccc(Cl)cc2)c(Cl)c1	-0.2	4	-1	8	-3
46	O=S(=O)(c1cccc2nonc12)N1CCN(c2ccc(F)cc2)CC1	i	-12	2	·	2
47	O=C(NC1CCN(C(=O)N2c3ccccc3Sc3ccccc32)CC1)c1ccccc1F	-1.9	9	-3	1	7
48	COC(=O)C1=C(C)NC(C)=C(C(=O)OC)C1c1ccc(-c2cccc([N+](=O)[O-])c2)o1	-0.5	-6	2	-11	8

no.	DUSP3 inh	Mtb BioA inh	3CLpro inhibitor	Rv3671c inh	Mtb UGM inh
37	15	·	0	2	0.7
38	-2	-0.7	1	-8	-1.4
39	51*	-1.1	-1	1	-0.1
40	9	-0.4	2	0	0.2
41	13	·	4	-36	-0.6
42	2	0.7	3	1	0.9
43	-14	-2.3	0	-51	-0.4
44	13	1.3	1	-2	-1.5
45	-1	·	7	1	0.8
46	-9	·	3	-2	-2.9
47	14	-0.4	1	5	1.4
48	-11	0.2	1	-9	-0.1

Profiles from above. Values in the order: Vc quorum ag | MazEF act | FBA Mtb inh | PriA SSB inh | GDH-TPI inh | DUSP3 inh | Mtb BioA inh | 3CLpro inhibitor | Rv3671c inh | Mtb UGM inh
COC(=O)c1ccc2c(=O)n(CCN3CCOCC3)c(SCC(=O)Nc3cccc(OC)c3)nc2c1 in the list: -0.3 | 8 | 4 | -14 | 7 | 10 | 0.0 | -5 | -9 | 0.5
Cc1sc(NC(=O)CN(Cc2ccccc2)C(=O)C2CC2)c(C(N)=O)c1C in the list: -1.1 | 12 | 2 | 2 | -3 | 8 | · | 3 | -3 | 1.3

Entries above that have an aryl thioether with sulfur outside any ring (four):
no.	compound	Vc quorum ag	MazEF act	FBA Mtb inh	PriA SSB inh	GDH-TPI inh
22	Cc1ccc(CNC(=O)CSc2nc(N3CCCCC3)nc(N3CCCCC3)n2)cc1	0.9	-7	5	-6	3
29	CCC(c1nnc(SCCNCCO)n1CCN1CCOCC1)N(C)C (configuration not stated)	·	-4	·	-5	·
30	COC(=O)c1ccc2c(=O)n(CCN3CCOCC3)c(SCC(=O)Nc3cccc(OC)c3)nc2c1	-0.3	8	4	-14	7
44	O=C(CSc1nc(-c2ccccc2)cc(=O)[nH]1)N1CCc2ccccc21	5.0	-6	2	-12&-18	6

no.	DUSP3 inh	Mtb BioA inh	3CLpro inhibitor	Rv3671c inh	Mtb UGM inh
22	10	-1.4	6	-2	-0.8
29	-2	·	-1	8	-2.4
30	10	0.0	-5	-9	0.5
44	13	1.3	1	-2	-1.5
